Screens from PubChem.
bCat nuc transl – beta-catenin nuclear translocation modulation; HeLa beta-catenin nuclear translocation, immunofluorescence imaging; nuclear translocation activity, % at 5 µM; actives 0.3% (n = 190,000); AID 1665;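 active means nuclear translocation activity above 50% at 5 µM, with a well cell count of 50 or more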;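 further: per-cell ratio of nuclear to cytoplasmic median beta-catenin stain intensity; plate controls were DMSO negative control for no effect and GSK-3 inhibitor IX positive control for full effect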
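Technique: fluorescence imaging of beta-catenin antibody stain plus DAPI / Material: human HeLa cell line / Incubation: compound treatment 24 h, 37°C, 5% CO2 / Read-out basis: % activation of per-cell nuclear versus cytoplasmic median beta-catenin signal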
MT stabilize HCS – microtubule stabilizers in HeLa cells | HeLa tubulin immunostaining HCS, 24 h; share of cells brighter than vehicle mean+2SD | % tubulin-high responders, % at 10 µM | actives 0.83% (n = 200,000);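 active means plate Z-score above 3 for both tubulin-high and condensed-nucleus cell shares, with cell loss under 80%, at 10 µM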;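 further: anti alpha tubulin signal scored within the nucleus-defined area of each cell; some results filed as inactive read as strong as hits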
Insulin prom up – MIN6 insulin promoter up-regulation. MIN6 insulin promoter-GFP reporter, high-content imaging; active compounds read high. z-score at 5 µM. actives 0.3% (n = 190,000). AID 1625;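 active means z-score above 3 at 5 µM with at least 500 cells counted in the well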
Lipid droplet – modulators of hepatic lipid droplet formation; inhibition, % at 6.5 µM; AML12 mouse hepatocytes, oleate lipid droplets, BODIPY imaging; AID 1656; actives 0.4% (n = 240,000);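 active means lipid droplet intensity inhibited by at least 50%, with more than 500 cells counted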
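Test system: AML12 hepatocytes (mouse); reagent: oleate loading, 100 µM; dosing: one dose, 6.5 µM compound; incubation: overnight exposure; signal: fluorescence imaging, 20x objective, two fields per well; read-out basis: % inhibition of corrected integrated BODIPY droplet signal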
Dynein transport – blocks dynein driven cargo transport along microtubules. 3617.4 mouse cells, GR-EGFP nuclear translocation imaging; test concentration mostly 20 µM; stimulated with dexamethasone, 1 µM; active compounds read low. z-score, hits read low. actives 0.47% (n = 220,000). AID 1381;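 active means plate z-score of nuclear minus cytoplasmic receptor signal below a set negative limit, without overly bright fluorescence or cell loss, cut at about -3.5 in these data, passing the limit was not always enough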;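 further: z-score of nuclear minus cytoplasmic ring GR-EGFP intensity difference per well; some compounds called inactive have numbers as strong as hits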
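Also added – dexamethasone, 1.0 µM final · Buffer or medium – tet-free, stripped-serum medium · Schedule – induction 48 h, compound 1 h, agonist 30 min · Detection – formaldehyde fixation, Hoechst nuclear stain, 10x automated fluorescence imaging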
Myeloid diff MLP – promotes myeloid progenitor differentiation | ER-HoxA9 myeloid progenitors, lysozyme-GFP differentiation, flow cytometry | calls only at 10 µM | actives 1% (n = 360,000) | AID 624256;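 active means normalized GFP-positive differentiation at or above the plate's own cutoff, the solvent-only control mean plus 3 SD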;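 further: cells exposed to compound for four days before flow analysis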
TNAP activation fold – human TNAP enzyme activators, primary screen, biochemical, luminescent, no phosphate acceptor, uHTS (AID 1001) | purified TNAP, luminescent activation assay, no phosphate acceptor; higher activation fold means a stronger effect | activation fold at 20 µM, or EC50 in µM where a hit was titrated | actives 0.03% (n = 200,000); in the data active means activation fold from about 3, or a potency from the dose series; inactive means the rest, 99 in 100 with activation fold below about 1.6; further: many of its hits are not listed in these tables
PMI inhibitors – inhibitors of human PMI, primary screen, biochemical, fluorescence intensity, coupled assay (AID 1209); purified PMI enzyme, coupled fluorescence intensity; higher % means a stronger effect; one-dose inhibition, % at 20 µM; IC50 in µM for titrated hits; actives 0.42% (n = 190,000); in the data active means inhibition above about 50%;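 further: plate controls were DMSO vehicle for no effect and wells lacking substrate for full effect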
T cell modulator – T cell immune modulation candidate | actives 0.068% (n = 330,000) | calls only at 7 µM | 2C CD8+ T cell-vesicle binding, flow cytometry; active compounds read low | AID 2052;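 active means response, share of CD8 T cells binding vesicles, and their 90th percentile fluorescence all below set limits, cut at about 80% in these data, passing the limit was not always enough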
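Test system: purified 2C TCR transgenic mouse naive CD8+ T cells. Probe or stimulus: QL9-peptide-loaded Drosophila micro-vesicles bearing Ld, ICAM-1 and B7-1. Incubation: binding step 1.5 h, 37 °C, antibody labelling 20 min, ice. Measured by: flow cytometry of vesicle-bound cells.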
Dynein transport cytoplasmic EGFP – second read-out of Dynein transport, no call of its own (marks repeat the call); z-score; measured here: cytoplasmic GR-EGFP intensity; active compounds read high
Dynein transport nuclear GR-EGFP – recorded beside Dynein transport, whose call it bears; z-score; measured here: nuclear GR-EGFP intensity;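 lower value marks the stronger effect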
Dynein transport cell count – also measured in Dynein transport; calls as there; z-score; measured here: cell count per field
Insulin prom up cell count – further read-out of Insulin prom up, marked with its call; cell count; measured here: cytotoxicity, nuclei count;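 total cells summed across four imaged fields per well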
Lipid droplet cells 6.5 µM – further read-out of Lipid droplet, marked with its call; cell count; measured here: cell count, cytotoxicity flag;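 cells counted across two imaged fields per well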
bCat nuc transl cell count 5 µM – further read-out of bCat nuc transl, marked with its call; cell count; measured here: cell count, cytotoxicity flag
T cell modulator vesicle-bound % – second read-out of T cell modulator, no call of its own (marks repeat the call); double positive events, %; measured here: CD8+ vesicle-bound cell fraction;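 binding gate set so that unloaded-vesicle control wells show 10% double positive cells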
MT stabilize HCS Hoechst-high % – recorded beside MT stabilize HCS, whose call it bears; % Hoechst-high responders; measured here: nuclear condensation Hoechst responders;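 share of cells brighter than vehicle mean plus two SD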
MT stabilize HCS cytotoxicity % – second read-out of MT stabilize HCS, no call of its own (marks repeat the call); toxicity, %; measured here: cytotoxicity by cell density;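 0% = mean cell density of plate MIN control wells and 100% = no cells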
Myeloid diff MLP GFP+ MAC1+ % – second read-out of Myeloid diff MLP, no call of its own (marks repeat the call); GFP+ MAC1+ double positive, %; measured here: differentiation confirmed by MAC1 staining
* marks the source's active call; other numbers are inactive results; i = inactive; nt = not tested or not shown. Outcome played no part in choosing rows. About 3% of those tested had a hit in this group.

SMILES	bCat nuc transl	bCat nuc transl cell count 5 µM	MT stabilize HCS	MT stabilize HCS Hoechst-high %	MT stabilize HCS cytotoxicity %	Insulin prom up	Insulin prom up cell count	Lipid droplet	Lipid droplet cells 6.5 µM	Dynein transport	Dynein transport cytoplasmic EGFP	Dynein transport nuclear GR-EGFP	Dynein transport cell count	Myeloid diff MLP	Myeloid diff MLP GFP+ MAC1+ %	TNAP activation fold	PMI inhibitors	T cell modulator	T cell modulator vesicle-bound %
CN(Cc1cnn(C)c1)C(=O)c1sc2cccc(Cl)c2c1Cl	1.1	1125	2.3	2.2	8.2	nt	nt	10.6	842	-1.18	-0.224	-0.643	0.824	i	1.3	1	-8.7%	i	25.7
CN1CCN(CC(O)COC(c2ccccc2)c2ccccc2)CC1 (stereo not drawn)	-1.6	1036	1.6	2.4	6.3	1.21	1470	13.5	678	-1.02	-0.215	-1.17	1.01	i	0.4	1.1	-1.6%	i	21.8
O=C(C1CC1)N1CCc2cc(Br)cc(S(=O)(=O)NCc3ccccn3)c21	-1.6	1171	2.3	2.8	5.2	-0.89	1276	0.8	809	1.19	-0.186	0.626	-0.129	i	2.1	1.1	4.3%	i	60.1
O=S(=O)(c1ccccc1)N1CCN(CC(O)COc2ccc3c(c2)CCC3)CC1 (stereo not drawn)	nt	nt	3.1	1.8	7.5	-0.22	833	nt	nt	-0.196	-0.21	0.124	1.03	i	4.3	1	3.1%	i	13.2
O=C(CS(=O)(=O)c1c[nH]c2ccccc12)N1CCCc2ccccc21	-3.3	1117	4.0	4.0	4.3	-1.25	2058	-47.6	621	-0.555	-0.3	-0.255	0.571	i	1.4	1	7.7%	i	11.0
Cc1cc(C=O)c(C)n1-c1ccc(N2CCCCC2)c([N+](=O)[O-])c1	-1.3	903	3.9	2.0	12.0	nt	nt	-2.6	731	-1.81	-0.213	-0.345	0.952	i	0.6	0.9	-12.5%	i	30.6
CCOc1ccc(NS(=O)(=O)c2cc(NC(=O)CCS(=O)(=O)c3ccc(C)cc3)ccc2OC)cc1	-1.7	929	3.1	4.5	1.6	0.51	1427	-12.8	601	0.0856	-0.273	-0.22	-0.0336	i	0.9	1	0.3%	i	51.4
Cc1cc(C(=S)N2CCOCC2)c(C)n1-c1ccc(F)cc1	-2.0	1414	5.0	2.1	8.2	-0.06	1387	-6.6	580	-0.355	-0.303	-0.461	0.893	i	0.8	1	-1.6%	i	63.4
Cc1cccc(-c2nc(C#N)c(NC3CCCCC3)o2)c1	-9.6	987	2.7	2.4	10.8	-0.4	1398	nt	nt	-0.894	-0.229	-0.141	0.0313	i	0.1	1.1	9.2%	i	37.8
Cc1cc([N+](=O)[O-])nn1Cc1ccc(C(=O)N/N=C/c2ccc(F)cc2)cc1	-0.6	1268	nt	nt	nt	-0.03	1075	-7.8	733	1.62	-0.0876	1.51	-1.02	i	0.9	nt	nt	i	24.8
COc1ccccc1N1CCN(C(=O)c2ccc(Cn3c(=O)[nH]c4ccsc4c3=O)cc2)CC1	-1.0	1179	nt	nt	nt	-0.36	1050	6.6	709	-0.368	-0.17	0.25	1.13	i	1.0	nt	nt	i	41.2
CSc1ncccc1C(=O)NCCc1ccc(Cl)cc1	-0.7	1011	3.7	2.7	8.8	-1.01	1271	1.3	676	-0.698	-0.121	-0.239	0.395	i	0.1	1	-17.7%	i	23.7
CCCCNC(=O)C12CCC(C)(C(=O)C1Br)C2(C)C (stereo not drawn)	3.1	452	3.7	2.4	5.6	0.21	1232	0.9	735	-0.488	-0.335	-0.625	0.996	i	0.4	1.1	-1.1%	i	44.5
COc1ccccc1C(=O)C1CCCN(Cc2cn[nH]c2C2CCCCC2)C1 (stereo not drawn)	0.8	1101	4.5	2.2	5.0	0.33	1317	-44.1	674	-0.394	-0.253	-0.0816	0.864	i	0.2	1.1	7.9%	i	54.0
CN1CC(=O)N(CC(=O)NCc2ccc3c(c2)OCO3)C1=O	nt	nt	3.2	1.0	2.4	0.69	738	12.6	782	0.862	-0.00119	0.464	-0.822	i	2.6	1.2	4.2%	i	58.9
CSc1ccccc1NC(=O)Cn1c(-c2cscn2)nc2ccccc21	nt	nt	2.4	0.3	20.8	nt	nt	-28.2	664	-0.538	-0.083	-0.388	-0.527	i	1.1	1.1	20.7%	i	30.4
CCCOc1ccc(NC(=O)c2c(-c3ccccc3)noc2C)cc1	nt	nt	1.9	3.8	0.4	0	940	nt	nt	-0.0386	-0.193	0.0541	0.698	i	1.9	1.1	4.2%	i	43.2
Cc1ccc(NC(=O)C/C(N)=N/O)cc1C	-1.6	1406	1.9	1.2	5.4	0.21	1495	nt	nt	0.685	-0.111	0.94	-0.336	i	6.9	1	13.0%	i	37.9
O=C(c1cc(COc2ccc(F)cc2F)on1)N1CCSCC1	0.6	976	2.2	2.2	5.7	-0.12	1485	-31.1	719	-0.265	-0.198	-0.18	-0.125	i	0.2	1.1	5.1%	i	57.0
O=C(/C=C/c1ccccc1[N+](=O)[O-])OC1CCCCC1=O (stereo not drawn)	-1.1	1126	3.5	2.8	4.7	0.04	1392	26.6	696	1.3	-0.21	0.571	-0.211	i	0.6	1.1	2.6%	i	30.2
CCOc1ccc(-c2nn3c(-c4ccc(OC)cc4)nnc3s2)cc1	0.4	1131	nt	nt	nt	-0.26	1142	nt	nt	nt	nt	nt	nt	nt	nt	0.9	-8.0%	nt	nt
NC(=O)C(F)(F)C12OC3C4C5CC(C6C5C3C61)C42 (stereo not drawn)	-1.2	1157	6.1	1.6	12.2	-0.78	920	0.3	807	-0.672	-0.326	-0.0249	0.726	i	1.9	1.1	2.9%	i	26.4
CC1=C(c2ccc(C)cc2)[N+](=O)C(C)(C)N1[O-]	-0.6	1529	2.5	2.1	8.2	0.32	1636	12.7	702	1.86	0.0841	1.6	-2.03	i	0.2	1.1	nt	i	30.6
O=C1CC(c2ccc(F)cc2)C2=C(CCCC2=O)N1 (stereo not drawn)	0.4	833	1.6	2.1	12.8	0.11	1562	nt	nt	0.935	-0.197	0.826	-0.697	i	0.5	1.1	-7.3%	i	0.6
CC(C)(C)OC(=O)N1CCC2(CC1)Oc1ccc(F)cc1C(=O)C21CC(c2cccnc2)=NO1 (stereo not drawn)	-1.2	1176	nt	nt	nt	0.01	946	nt	nt	-0.307	-0.833	-0.0653	0.425	i	2.4	nt	nt	i	56.1
COc1ccc(C2C(C#N)=C(N)Oc3n[nH]c(C)c32)cc1Cn1nnc2ccccc21 (stereo not drawn)	-6.3	1070	2.2	1.8	8.4	-0.12	1161	nt	nt	-0.142	-0.177	-0.0403	0.671	i	1.1	1.1	4.3%	i	45.0
COc1ccc(-c2cc(C(F)(F)F)nc(N)n2)cc1	2.5	686	1.2	1.4	4.5	0.08	1604	12.1	714	-0.67	-0.275	0.0575	0.639	i	1.0	1	11.3%	i	38.8
CSc1nnc(C)c(=O)n1COC(=O)/C=C/c1ccc2c(c1)OCO2	0.5	1057	3.4	3.3	5.5	1.23	1200	14.4	716	0.0857	-0.247	0.552	-0.187	i	0.9	1.1	-17.2%	i	29.4
CC(=O)c1cc2c(cc1N/C(=N/S(=O)(=O)c1ccc(C)cc1)c1ccc(Cl)cc1)OCO2	-2.2	530	1.6	2.2	3.8	-0.98	1168	-2.0	565	0.865	-0.221	-0.0393	-0.865	i	1.5	1	1.1%	i	31.1
CNC(=S)N1CCN(c2nc3ccccc3s2)CC1	-2.1	1045	5.5	1.2	3.1	0.66	1467	0.6	691	0.879	-0.229	0.822	-1.19	i	0.3	1.1	16.6%	i	36.6
CC(C)(C)C(=O)N1CCN(c2ccc([N+](=O)[O-])c(NCc3cccnc3)c2)CC1	0.6	1612	2.3	0.5	0.1	nt	nt	3.2	660	2.56	-0.245	1.44	-1.19	i	0.3	0.9	6.6%	i	42.0
COCc1nnc(NC(=O)c2ccc(NC(=O)C(C)C)cc2)s1	1.4	1380	1.3	3.7	10.5	0	1554	nt	nt	-0.563	-0.143	-0.231	0.669	i	0.7	1	-10.5%	i	29.7
Brc1ccc(-c2ccc(/C=N/Nc3nncc(-c4ccccc4)n3)o2)cc1	-2.7	1225	2.3	1.7	4.2	-0.33	958	-1.1	782	0.114	-0.0506	0.354	0.369	i	1.1	1	-7.5%	i	32.7

Pulled by structure from above:
SMILES	bCat nuc transl	bCat nuc transl cell count 5 µM	MT stabilize HCS	MT stabilize HCS Hoechst-high %	MT stabilize HCS cytotoxicity %	Insulin prom up	Insulin prom up cell count	Lipid droplet	Lipid droplet cells 6.5 µM	Dynein transport	Dynein transport cytoplasmic EGFP	Dynein transport nuclear GR-EGFP	Dynein transport cell count	Myeloid diff MLP	Myeloid diff MLP GFP+ MAC1+ %	TNAP activation fold	PMI inhibitors	T cell modulator	T cell modulator vesicle-bound %
COc1ccc(-c2cc(C(F)(F)F)nc(N)n2)cc1	2.5	686	1.2	1.4	4.5	0.08	1604	12.1	714	-0.67	-0.275	0.0575	0.639	i	1.0	1	11.3%	i	38.8
CC(C)(C)C(=O)N1CCN(c2ccc([N+](=O)[O-])c(NCc3cccnc3)c2)CC1	0.6	1612	2.3	0.5	0.1	nt	nt	3.2	660	2.56	-0.245	1.44	-1.19	i	0.3	0.9	6.6%	i	42.0
